GDH-TPI counter = GDH-TPI coupled enzyme inhibition counter-screen. 1.2% of 360,000 active. inhibition, % at 4.8 µM. GDH-TPI coupled enzyme counterscreen, NADH absorbance; in the data active = inhibition above about 30%;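 note: 0% = DMSO wells and 100% = wells lacking the enzyme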
UGM FP inh = Mtb UDP-galactopyranose mutase inhibition. inhibition, % at 10 µM. AID 504406. P9WIQ1. purified UGM, fluorescence polarization probe displacement. 0.06% of 320,000 active; in the data active = inhibition above about 10%, passing the limit was not always enough; inconclusive = no clear call, values can overlap the other calls
Target sequence (P9WIQ1 whole entry, looked up): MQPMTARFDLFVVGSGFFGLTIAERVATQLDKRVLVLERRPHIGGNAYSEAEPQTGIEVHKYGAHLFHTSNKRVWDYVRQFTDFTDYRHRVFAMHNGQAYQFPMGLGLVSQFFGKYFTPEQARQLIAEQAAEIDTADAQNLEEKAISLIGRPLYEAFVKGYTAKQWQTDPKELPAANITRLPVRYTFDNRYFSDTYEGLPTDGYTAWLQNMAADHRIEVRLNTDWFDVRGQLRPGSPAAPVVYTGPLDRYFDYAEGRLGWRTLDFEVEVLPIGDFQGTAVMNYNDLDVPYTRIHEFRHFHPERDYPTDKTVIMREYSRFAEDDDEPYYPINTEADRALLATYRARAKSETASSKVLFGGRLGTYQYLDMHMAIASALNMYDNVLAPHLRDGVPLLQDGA
FadD28 FP inh = M. tuberculosis FadD28 bisubstrate binding inhibition. FadD28 bisubstrate probe binding, fluorescence polarization. inhibition, % at 12.5 µM. 0.22% of 360,000 active; in the data active = inhibition above about 8.5%, passing the limit was not always enough; inconclusive = no clear call, values can overlap the other calls
FBA Mtb inh = Mtb fructose-bisphosphate aldolase inhibition; P9WQA3; 2.3% of 360,000 active; inhibition, % at 1 µM; purified M. tuberculosis FBA, fluorescence read-out; in the data active = inhibition above about 27%;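 note: 0% = vehicle and 100% = reference inhibitor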
Target sequence (P9WQA3 whole entry, looked up): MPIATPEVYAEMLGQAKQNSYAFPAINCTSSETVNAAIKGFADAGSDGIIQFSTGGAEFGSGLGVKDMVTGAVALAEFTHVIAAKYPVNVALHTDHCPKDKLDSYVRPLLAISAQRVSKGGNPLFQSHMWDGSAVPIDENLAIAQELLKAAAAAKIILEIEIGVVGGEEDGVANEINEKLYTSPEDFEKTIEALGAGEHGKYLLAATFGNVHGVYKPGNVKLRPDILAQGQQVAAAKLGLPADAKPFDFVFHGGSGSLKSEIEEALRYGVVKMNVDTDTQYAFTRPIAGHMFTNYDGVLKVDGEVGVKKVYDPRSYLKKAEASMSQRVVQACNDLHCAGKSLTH
Anthrax LF prot = blocks Bacillus anthracis lethal factor protease. multiplex microsphere protease cleavage assay, LF. inhibition, % at 10 µM. 0.12% of 360,000 active; note: plate controls were buffer without enzyme for full effect and enzyme alone for no effect
BoNT-A LC inh2 = BoNT A light chain protease inhibition. multiplex microsphere protease substrate cleavage, flow cytometry. inhibition, % at 10 µM. 0.17% of 360,000 active; note: plate controls were buffer without enzyme for full effect and enzyme alone for no effect
PfHsp40 yeast = rescue of PfHsp40-mediated yeast toxicity; S. cerevisiae expressing PfHsp40, growth rescue, ATP luminescence; growth rescue, % at 12.5 µM; 0.68% of 340,000 active; in the data active = growth rescue above about 28%, passing the limit was not always enough; inconclusive = no clear call, values can overlap the other calls;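 note: yeast W303a lacking pdr1 and pdr3 grown in galactose medium; growth measured after three days at 30 °C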
Mtb BioA inh = inhibitors of Mycobacterium tuberculosis BioA enzyme. purified M. tuberculosis BioA enzyme, plate reader. inhibition, % at 9.99 µM. 0.096% of 360,000 active; in the data active = inhibition above about 40%; inconclusive = no clear call, values can overlap the other calls
BoNT-F LC inh = BoNT F light chain protease inhibition; Multiplex microsphere protease cleavage assay, flow cytometry; inhibition, % at 10 µM; 0.22% of 360,000 active; in the data active = inhibition above about 35%, passing the limit was not always enough; inconclusive = no clear call, values can overlap the other calls; note: plate controls were buffer without enzyme for full effect and enzyme alone for no effect
The depositor's hits bear a star; ? = inconclusive; / = no result given; & = joins results of further samples. Cut-off read from the data, not from the text of the source, unless noted: active = inhibition above about 30%; inconclusive = no clear call, values can overlap the other calls; inactive = below that.

# | molecule | GDH-TPI counter | UGM FP inh | FadD28 FP inh | FBA Mtb inh | Anthrax LF prot | BoNT-A LC inh2 | PfHsp40 yeast | Mtb BioA inh | BoNT-F LC inh
1 | CC(C)c1nc2ccccc2n1CC(O)COC1CCCCC1 (configuration not stated) | 9.2 | -2.2 | -2.0 | 5.5 | -7.0 | -2.0 | 0.1 | 0.2 | -7.1
2 | Cc1ccc(NC(=O)C(C)OC(=O)Cc2c[nH]c3ccccc23)cc1 (configuration not stated) | 3.1 | -0.6 | -0.8 | 5.2 | ? | -1.9 | 0.0 | / | 5.1
3 | CC(c1ccccc1)N1C(=O)c2ccccc2C1(O)Cc1ccccc1 (configuration not stated) | 9.8 | 0.5 | -2.1 | 0.5 | -4.5 | -0.3 | 1.1 | / | -2.4
4 | CCN(CCO)C1CC(=O)N(c2ccccc2C)C1=O (configuration not stated) | -1.7 | -0.1 | -3.7 | 0.4 | -12.3 | -0.5 | 75.0* | 1.8 | -3.3
5 | Cc1ccc(C(C)NC(=S)NC2CCCCC2)cc1C (configuration not stated) | 1.0 | 5.5 | -1.3 | -0.2 | -1.3 | -1.4 | -0.6 | -0.8 | 8.2
6 | O=c1c(/C=N/O)coc2ccc(Cl)cc12 | 21.4 | 1.4 | -1.6 | 1.4 | / | / | 411.9* | 7.2 | /
7 | CC(=O)N1CCN(CC(=O)Nc2cccc(S(=O)(=O)N3CCCCC3)c2)CC1 | -0.9 | -1.6 | -1.2 | -0.6 | -3.7 | -0.1 | 0.8 | / | -1.6
8 | Cc1cc(C)c(NC(=O)CC(C)(C)C)c(Cl)c1 | 0.0 | -1.6 | -0.8 | 0.3 | -5.6 | -0.6 | 0.0 | / | -5.3
9 | CNC(=O)/C(C#N)=C/c1c(N2CCCCCC2)nc2c(C)cccn2c1=O | 7.1 | -1.0 | 0.5 | 28.4* | 11.0 | -2.3 | 0.9 | 2.4 | 6.0
10 | O=C(CP(=O)(c1ccccc1)c1ccccc1)Nc1nc2ccc(Cl)cc2s1 | 8.6 | 0.8 | -2.3 | -0.1 | -1.1 | 0.2 | 1.9 | / | 4.3
11 | C[C@@H]1CN([C@@H](C)CO)C(=O)c2cc(Br)cnc2O[C@H]1CN(C)S(=O)(=O)c1cccs1 | 4.3 | / | -0.4 | -0.2 | -2.2 | -0.4 | / | 3.3 | -1.3
12 | COc1ccc(OC)c(Cc2nnc(CCC(=O)N3CCCCCC3)o2)c1 | -7.5 | -0.1 | -7.5 | 0.6 | 0.3 | -0.7 | -0.2 | / | -1.9
13 | COc1ccccc1N1CCN(C(=O)c2cccc(C(=O)N3CCN(c4ccccc4OC)CC3)c2)CC1 | 4.5 | 0.7 | -1.9 | 0.8 | 0.3 | -2.5 | 0.5 | 1.0 | ?
14 | CC1CN(C(=O)COC(=O)c2c(Cl)cccc2Cl)CC(C)O1 (configuration not stated) | 1.6 | -3.7 | -2.9 | 4.7 | -1.9 | 0.2 | -1.4 | / | 1.0
15 | COCCN(C(=O)Nc1ccc(OC)cc1)c1nc2ccccc2s1 | -0.8 | -3.7 | -1.4 | 4.4 | -8.5 | 0.4 | 1.3 | -1.3 | -5.4
16 | COc1ccc(C(=O)/C=C/c2cc(OC)c(O)c(OC)c2)c(F)c1 | -3.7 | -16.9 | -3.6 | -12.0 | 4.4 | 5.5 | -0.8 | / | 0.1
17 | CCOC(=O)C1=CCN(S(=O)(=O)c2ccccc2Br)C1c1ccc(Br)cc1 (configuration not stated) | / | / | -1.7 | -1.2 | -1.6 | 0.7 | / | -2.0 | -1.6
18 | Oc1c(Cl)cc(Cl)cc1/C=N/c1nc(-c2ccc(Cl)cc2)cs1 | -1.1 | -5.4 | -0.2 | 1.3 | 10.6 | 3.9 | 1.3 | -1.1 | -1.3
19 | O=C(Nc1nnc(CCN2CCCCC2)s1)c1ccccc1Cl | -5.0 | 0.1 | -4.5 | -3.8 | 0.9 | -0.8 | -0.6 | / | -5.8
20 | COc1ccc(N(CC(=O)Nc2cc(C)ccc2C)S(=O)(=O)c2c(C)[nH]c(=O)[nH]c2=O)cc1 | 7.6 | -1.0 | 0.2 | 5.5 | -2.7 | -0.8 | 0.1 | -2.3 | 3.2
21 | O=C(NCC1CCN(C(=O)c2c(F)c(F)c(F)c(F)c2F)CC1)c1c(F)c(F)c(F)c(F)c1F | -8.4 | -0.7 | -3.1 | 1.8 | 5.3 | 2.9 | -0.3 | 0.4 | 1.0
22 | COc1cccc(C2SCC(=O)N2c2ccc(Br)cc2)c1OC (configuration not stated) | -4.1 | -1.6 | -1.0 | 1.3 | 0.4 | 0.4 | 4.9 | 4.2 | 0.1
23 | C[C@H](NC(=O)c1nc[nH]c1C(=O)NC1CCN(C(=O)OC(C)(C)C)CC1)C(=O)OC(C)(C)C | -6.5 | 0.9 | -0.6 | 1.2 | -6.0 | -0.5 | 2.1 | 1.3 | 0.4
24 | CCOC(=O)COc1c(/C=N\O)cc(Cl)cc1OC | 2.8 | -2.0 | 0.1 | 1.1 | -0.6 | -0.4 | -1.0 | / | 3.7
25 | Cc1ccc(N(CC(=O)N/N=C/c2ccc(OC3CSC3)cc2)S(=O)(=O)c2ccccc2)cc1 | 9.5 | -0.1 | -2.5 | 1.1 | -7.9 | -0.1 | 0.6 | -1.6 | -7.9
26 | O=C(NCCCN1CCOCC1)C(Sc1ccccc1)c1ccccc1 (configuration not stated) | 7.8 | 2.8 | -1.3 | -0.1 | 4.1 | -0.2 | 1.6 | -2.1 | 2.2
27 | O=C(Nc1ccc2c(c1)OCO2)O[C@@H]1C[C@H]2CCC(=O)N3CC[C@@H](C1)[C@@H]23 | 3.6 | 2.2 | -1.1 | -1.4 | -17.3 | 0.2 | 1.7 | 0.4 | -3.7
28 | COc1ccc(C(=O)C2CCCN(C(=O)Cn3ccc(C)n3)C2)cc1OC (configuration not stated) | 3.2 | -1.1 | -0.7 | 4.6 | 0.8 | -0.1 | -0.2 | -1.5 | -0.7
29 | CN(C)c1ccc(CC(=O)c2nc3ccccc3s2)cc1 | 12.7 | 4.2 | -0.2 | 0.5 | -2.0 | 0.0 | -0.7 | / | -10.4
30 | CCC1CCC(N2CCN(c3ccccc3F)CC2)CC1 (configuration not stated) | -0.7 | -1.6 | 0.0 | 1.5 | 5.6 | -3.5 | 0.1 | 1.7 | ?
31 | O=C(N/N=C/c1cccnc1)c1ccccc1[N+](=O)[O-] | 8.7 | 0.5 | -4.8 | -6.5 | 0.6 | 0.8 | -0.8 | / | 4.2
32 | CCN(CC)S(=O)(=O)c1cccc(C(=O)OCC(=O)N2CC(=O)Nc3ccccc32)c1 | 4.4 | 2.4 | 0.5 | 0.6 | 3.0 | 0.7 | 0.1 | 0.6 | 16.5
33 | CCc1c(C(C)S(=O)(=O)c2ccc(C)cc2)[nH]c(=O)n1-c1ccc(OC(F)(F)F)cc1 (configuration not stated) | -0.4 | 0.6 | 0.1 | -2.1 | -1.2 | -1.5 | -0.4 | 2.0 | -3.2
34 | N/C(=N\OC(=O)c1cccc([N+](=O)[O-])c1)c1cccnc1 | 5.9 | -0.6 | -1.9 | 2.4 | 0.2 | 3.6 | -1.1 | / | 19.0
35 | O=C(CSc1ccc2nnc(-c3ccc(F)cc3)n2n1)N1CCCc2ccccc21 | 0.7 | 3.4 | -0.5 | 10.6 | -1.0 | -0.3 | -1.8 | / | 1.1
36 | CCOc1cc(/C=N/NC(=O)NN(C)c2ncc(C(F)(F)F)cc2Cl)ccc1O | 3.5 | -1.9 | -1.6 | 3.2 | -6.4 | 0.2 | -2.1 | / | 3.0
37 | Cc1ccc(N=Nc2cc(C)ccc2O)c(C)c1 | 3.2 | -0.6 | -3.6 | -1.8 | -18.6 | -7.0 | 0.2 | -0.2 | -38.7
38 | O=C(/C=C/c1ccco1)NC(=S)NNC(=O)c1ccco1 | 43.4* | 2.4 | 0.8 | 1.0 | -2.2 | 1.4 | 17.2 | 0.7 | -11.5
39 | O=[N+]([O-])c1ccc(N2CCN(c3cccc(Cl)c3)CC2)nc1 | 2.8 | -2.2 | -0.7 | 1.5 | -3.5 | -3.9 | -0.5 | -2.0 | 4.8
40 | O=C(NCCCn1ccnc1)C1CCN(S(=O)(=O)c2cc([N+](=O)[O-])ccc2Cl)CC1 | -0.9 | 1.5 | 0.7 | -0.2 | 7.3 | -0.2 | 2.0 | / | -21.9
41 | C=CCn1c(O)c(C(CC)=Nc2cccc(C(=O)O)c2)c(=O)[nH]c1=O | 1.0 | 0.6 | 0.0 | 18.3 | -2.6 | -1.0 | 0.3 | / | -1.4
42 | CS(=O)(=O)N1CCN(c2ccc(C(=O)NC34CC5CC(CC(C5)C3)C4)cc2[N+](=O)[O-])CC1 | 4.4 | 1.5 | -1.0 | -1.1 | -1.6 | 0.3 | -0.6 | -1.3 | -0.9
43 | COCc1ccc(C(=O)N(C)C2CCCN(Cc3ccccc3F)C2)o1 (configuration not stated) | 3.5 | 3.2 | -1.6 | 1.9 | -5.5 | 4.2 | 0.4 | 1.7 | 4.0
44 | NC(Cc1ccc(F)cc1)c1csc(Nc2nncc3ccccc23)n1 (configuration not stated) | 7.6 | / | -14.3 | -1.3 | -11.6 | 0.2 | / | -2.1 | -21.6
45 | O=C(C(=O)N1CCN(c2cccc(Cl)c2)CC1)N1CCCCC1 | 2.5 | 1.3 | -1.2 | 4.9 | -2.3 | -0.1 | -0.6 | -0.4 | -5.9
46 | CCS(=O)(=O)N1CCN(c2ccc(C(=O)NC34CC5CC(CC(C5)C3)C4)cc2[N+](=O)[O-])CC1 | 0.0 | / | -1.4 | 1.2 | -1.4 | 0.0 | -0.4 | / | -2.3
47 | COc1ccccc1C1(CC(=O)N2CCCCC2)CCOC(C(C)C)C1 (configuration not stated) | 13.6 | 1.1 | -3.3 | -3.3 | 2.8 | 0.2 | -1.1 | 0.9&-0.5 | -1.6
48 | Cc1ccc(-c2ccc(CN3C(C(C)C)C(=O)N(Cc4cn(CCC5OCCO5)nn4)CCS3(=O)=O)cc2)c(C)c1 (configuration not stated) | / | / | -1.5 | 1.8 | 1.1 | 0.5 | / | -0.3 | 7.5
49 | CSc1ccccc1NC(=O)C1=CC(c2cccs2)=NS(=O)(=O)N1C | 10.6 | -1.3 | -2.3 | -0.1 | 6.9 | -0.1 | 1.2 | 3.1 | -4.8
50 | Cc1cc(C)c2nc(SCC(=O)N(C)C3CCS(=O)(=O)C3)cc(C)c2c1 (configuration not stated) | 3.4 | 0.2 | 1.1 | 7.1 | 0.4 | 0.2 | 0.0 | / | -2.6
51 | CCOC(=O)C1CCN(C(=O)Nc2cccc(Cl)c2)CC1 | -17.5 | -4.7 | -3.1 | -0.3 | 1.5 | -0.5 | 0.4 | 3.4 | 6.0
52 | O=C1C2CCCCC2C(=O)N1c1ccc(NC2CCN(Cc3ccccc3)CC2)c([N+](=O)[O-])c1 (configuration not stated) | 5.2 | -0.6 | -1.3 | -1.4 | 3.0 | -1.0 | 1.0 | -2.2 | -10.2
53 | CCCN1CCN(C2CCCCC2NS(=O)(=O)c2ccc(Cl)cc2)CC1 (configuration not stated) | 7.8 | 1.8 | 0.9 | -1.0 | -0.8 | 0.3 | -0.2 | -1.2 | -3.2
54 | O=c1oc2ccccc2c(N2CCCCC2)c1[N+](=O)[O-] | 3.0 | 2.2 | -4.6 | -2.1 | 1.1 | 0.0 | 1.5 | -2.3 | -10.1

Random excerpt: four records from the list.
# | molecule | GDH-TPI counter | UGM FP inh | FadD28 FP inh | FBA Mtb inh | Anthrax LF prot | BoNT-A LC inh2 | PfHsp40 yeast | Mtb BioA inh | BoNT-F LC inh
52 | O=C1C2CCCCC2C(=O)N1c1ccc(NC2CCN(Cc3ccccc3)CC2)c([N+](=O)[O-])c1 (configuration not stated) | 5.2 | -0.6 | -1.3 | -1.4 | 3.0 | -1.0 | 1.0 | -2.2 | -10.2
53 | CCCN1CCN(C2CCCCC2NS(=O)(=O)c2ccc(Cl)cc2)CC1 (configuration not stated) | 7.8 | 1.8 | 0.9 | -1.0 | -0.8 | 0.3 | -0.2 | -1.2 | -3.2
49 | CSc1ccccc1NC(=O)C1=CC(c2cccs2)=NS(=O)(=O)N1C | 10.6 | -1.3 | -2.3 | -0.1 | 6.9 | -0.1 | 1.2 | 3.1 | -4.8
50 | Cc1cc(C)c2nc(SCC(=O)N(C)C3CCS(=O)(=O)C3)cc(C)c2c1 (configuration not stated) | 3.4 | 0.2 | 1.1 | 7.1 | 0.4 | 0.2 | 0.0 | / | -2.6

Assay outcomes (PubChem BioAssay)
